# Assay outcomes deposited in PubChem by National Center for Advancing Translational Sciences (NCATS).
# GALK inh – inhibitors of human galactokinase | 0.007% of 270,000 active | Potency, µM (highest dose often 57.5 µM), without a hit: at the top dose activity change, negative = inhibition, usual class: inhibitors | Purified GALK, Kinase-Glo residual ATP luminescence; further: potency means the concentration at half of the fitted maximal effect; on the % scale 0 is the no-effect control and ±100 the full control effect
#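 Galactose (100 uM) and ATP (35 uM) were turned over by 5 nM GALK for 1 h at RT. Kinase-Glo Plus then converted the remaining ATP into a luminescent signal.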
# ASM inhibitor – inhibitors of human secretory acid sphingomyelinase; placental ASM, HMU-PC fluorogenic substrate, 60 min; Potency, µM (titrated, usually from 57.5 µM), inactives show at the highest dose activity change, negative = inhibition, most hits filed as inhibitors; 0.006% of 340,000 active; further: potency means the concentration at half of the fitted maximal effect
#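 Steps: dispense placental human ASM, pin compound, wait 10 min at room temperature, add HMU-PC0 substrate at 9 uM final, incubate 60 min at 37 °C, add stop solution raising pH to 10, read fluorescence.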
# MLL CXXC-DNA inh – blocks binding of human MLL CXXC domain to DNA. Q03164. MLL-CXXC / FITC-HOXA9 DNA fluorescence polarization. Potency, µM (top dose mostly 115 µM), without a hit: at the top dose activity change, negative = inhibition, hits mostly inhibitors. 0.037% of 290,000 active. AID 2662; active means well fitted inhibition curve with a large enough effect in the polarisation, with a control signal flat, not every such curve was filed as active; inconclusive means small, poorly fitted or top-dose-only effect, or effect the other way, or a change in a side signal; inactive means no such curve, though single readings can be large or run the other way; the % refers to the polarisation; further: potency means the concentration at half of the fitted maximal effect
#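 Fluorescence polarization: 7 uM MLL-CXXC (stock) preincubated 5 min with compounds, then 50 nM fluorescein-HOX-A9 DNA (stock) added; 30 min ambient. Buffer 50 mM Tris-HCl pH 7.5, 50 mM NaCl, 1 mM DTT, 0.05% BSA.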
# KCNH2 WT inh – KCNH2 (human, wildtype) channel inhibition | activity change, % at 1.84 µM | U2OS, BacMam KCNH2, thallium flux FluxOr; active compounds read low | Q12809 | AID 720551 | 0.37% of 340,000 active;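 active means maximum activity change below -70%; inconclusive means maximum activity change between -70% and -50%; inactive means maximum activity change above -50%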; further: on the % scale 0 is the no-effect control and ±100 the full control effect
#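 U2OS cells were transduced with wild-type KCNH2 virus (2.03 x 10^8 / mL) for 4 h at room temperature, then cultured overnight at 37 C. Thallium flux was read with FluxOr dye. Rate constants were normalized to DMSO controls.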
# a7 integrin act – activators of alpha7 integrin expression for muscular dystrophy. Potency, µM (series often up to 38.3 µM), for the others: at the top dose activation, usual class: activators. 0.064% of 350,000 active. alpha7betagal myoblasts, beta-gal FDG fluorescence, 48 h. AID 624291;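 further: potency means the concentration at half of the fitted maximal effect; 100% = response of the positive control SU9516; nearly all actives have a fitted effect of over 60% in size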
#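 Alpha7betagal+/- myoblasts (passage 13) were plated 16-24 hr, then exposed to compounds (1:260 dilution of DMSO stock) for 48 hours at 37C. After MPER lysis, β-galactosidase reporter activity was read as FDG fluorescence (ex 480/em 540) after 30 minutes.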
# MBNL1-CUG inh – inhibitors of human MBNL1 binding to CUG repeat RNA; TR-FRET MBNL1-His/biotin-(CUG)12 binding, 665/545 ratio; Potency, µM (top dose mostly 57.5 µM), without a hit: at the highest dose activity change, negative = inhibition, most hits filed as inhibitors; 0.036% of 280,000 active; AID 2675; active means well fitted inhibition curve with a large enough effect in the signal ratio, with a control signal flat, not every such curve was filed as active; inconclusive means small, poorly fitted or top-dose-only effect, or effect the other way, or a change in a side signal; inactive means no such curve, though single readings can be large or run the other way; the % refers to the signal ratio; further: potency means the concentration at half of the fitted maximal effect; on the % scale 0 is the no-effect control and ±100 the full control effect
#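 TR-FRET readout: Ex 340 nm, 665/545 nm emission ratio, normalized to buffer-only (basal) and MBNL1-(CUG)12 controls. Complex of MBNL1-His with Biotin-(CUG)12, compounds 92 nM–58 uM, incubated 60 min at room temperature.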
# KCNH2 3.1 inh – blocks the human KCNH2 3.1 channel isoform | U2OS KCNH2 3.1, thallium flux FluxOr; active compounds read low | activity change, % (tested at about 1.8 µM) | 0.95% of 340,000 active;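 active means maximum activity change below -70%; inconclusive means maximum activity change from -70% to -50%; inactive means maximum activity change above -50%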;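 further: thallium influx rate constant from kinetic fluorescence after stimulation buffer; on the % scale 0 is the no-effect control and ±100 the full control effect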
#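 Measured as rate of thallium-driven FluxOr signal in transduced U2OS cells carrying the 3.1 channel, read kinetically for 2 min upon stimulation; values are rate constants scaled to DMSO control wells.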
# A-T KAP1 phos – potential ataxia-telangiectasia treatments restoring KAP-1 phosphorylation; […] A-T fibroblasts, KAP-1 phosphorylation AlphaLISA; neocarzinostatin DNA damage 30 min before lysis; 0.19% of 320,000 active; Potency, µM (titrated, usually from 57.5 µM), for the others: top-dose activation, usual class: activators; further: potency means the concentration at half of the fitted maximal effect; % of control where 0% means no effect; nearly all actives have a fitted effect of over 45% in size
#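 hTERT-immortalized A-T patient fibroblasts ([…]), 500 cells/well in OPTI-MEM, 1% FBS, got compounds for 60 min, then NCS for 30 min at 37C. Lysates were then assayed for phospho-KAP-1 by AlphaLISA (anti-pKAP1 donor, anti-KAP1 acceptor beads), 6 hr at 25C.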
# TRPV1 ag – agonists of human vanilloid receptor 1 (TRPV1); Q8NER1; TRPV1-expressing cells, Fluo-8 calcium influx, agonist mode; activation, % at 8.33 µM; 0.19% of 320,000 active; in the data active means activation above about 80%; inconclusive means between about 30% and that limit; further: 0% is about no effect
# Target sequence (Q8NER1 whole entry, looked up): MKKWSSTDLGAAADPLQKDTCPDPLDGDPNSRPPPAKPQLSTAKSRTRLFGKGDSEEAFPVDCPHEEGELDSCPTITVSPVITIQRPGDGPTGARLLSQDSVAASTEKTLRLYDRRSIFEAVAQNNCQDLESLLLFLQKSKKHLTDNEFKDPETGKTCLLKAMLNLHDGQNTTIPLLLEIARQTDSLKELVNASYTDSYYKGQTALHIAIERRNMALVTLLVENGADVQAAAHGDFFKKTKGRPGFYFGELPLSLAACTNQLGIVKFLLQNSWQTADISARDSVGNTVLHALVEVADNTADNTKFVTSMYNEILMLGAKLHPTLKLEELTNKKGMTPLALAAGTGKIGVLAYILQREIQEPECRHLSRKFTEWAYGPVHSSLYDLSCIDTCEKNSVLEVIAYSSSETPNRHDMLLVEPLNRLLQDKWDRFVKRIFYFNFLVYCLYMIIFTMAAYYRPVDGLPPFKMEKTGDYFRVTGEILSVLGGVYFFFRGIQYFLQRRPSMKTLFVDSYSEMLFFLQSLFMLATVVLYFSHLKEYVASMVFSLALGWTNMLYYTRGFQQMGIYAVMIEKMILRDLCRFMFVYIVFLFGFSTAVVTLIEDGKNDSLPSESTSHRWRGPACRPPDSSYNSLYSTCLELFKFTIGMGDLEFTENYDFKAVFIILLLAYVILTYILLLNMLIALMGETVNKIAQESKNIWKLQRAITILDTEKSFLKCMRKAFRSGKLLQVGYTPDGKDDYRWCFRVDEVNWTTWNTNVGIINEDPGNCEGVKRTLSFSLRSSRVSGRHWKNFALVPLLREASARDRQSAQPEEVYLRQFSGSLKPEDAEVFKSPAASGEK
#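 TRPV1-expressing cells were cultured overnight at 35.5C and loaded with Fluo-8 calcium dye for 40 to 90 min at room temperature. After a 10 s baseline, compound was added and calcium influx was read kinetically for 3 min (ex 480/em 520 nm).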
# FBPA coupling cs – counter-screen for Giardia aldolase inhibitors: coupling enzyme system; coupling enzyme system counterscreen, AmpLite Red fluorescence; activity change, negative = inhibition, % at 58.2 µM, hits read low; 0.67% of 290,000 active; in the data active means activity change below about -30%; further: on the % scale 0 is the no-effect control and ±100 the full control effect
#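 Counterscreen lacking aldolase: glyceraldehyde-3-phosphate coupling-enzyme reagent preincubated 10 min at RT with compound (at 57.5 uM final), then substrate/coupling system with AmpLite Red added; fluorescence read at 525/598 nm after 20 min RT.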
# * = called active by the depositor; u = inconclusive; x = not tested or not shown; [ ] = dose if it differs, or a comment. Unless noted, the call rests on the fitted dose curve; in most records, active means well fitted curve in the direction sought with a large enough effect; inconclusive means small, poorly fitted or top-dose-only effect, or another doubt; inactive means no such curve, though single readings can be large; an effect the other way counts as inactive or inconclusive.
# Start of the data: the first three entries, ahead of the listing:
SMILES,GALK inh,ASM inhibitor,MLL CXXC-DNA inh,KCNH2 WT inh,a7 integrin act,MBNL1-CUG inh,KCNH2 3.1 inh,A-T KAP1 phos,TRPV1 ag,FBPA coupling cs
O=C(CSc1nnc(CN2CCCC2)n1-c1ccc(F)cc1)c1ccc2c(c1)OCO2,x,1%,x,-2,-20%,x,8,-12%,5,x
CN=C1S/C(=C\c2ccc(O)c(Br)c2)C(=O)N1C,0%,-6%,3%,-1,26%,1%,-5,u,1,1
CCOC(=O)/C(=C/C=C1\Sc2cc(OCC)c(OCC)cc2N1CC)C(C)=O,1%,-27%,u,-16,u,x,5,-5%,u,-3

# The list itself, repeating the preview:
SMILES,GALK inh,ASM inhibitor,MLL CXXC-DNA inh,KCNH2 WT inh,a7 integrin act,MBNL1-CUG inh,KCNH2 3.1 inh,A-T KAP1 phos,TRPV1 ag,FBPA coupling cs
O=C(CSc1nnc(CN2CCCC2)n1-c1ccc(F)cc1)c1ccc2c(c1)OCO2,x,1%,x,-2,-20%,x,8,-12%,5,x
CN=C1S/C(=C\c2ccc(O)c(Br)c2)C(=O)N1C,0%,-6%,3%,-1,26%,1%,-5,u,1,1
CCOC(=O)/C(=C/C=C1\Sc2cc(OCC)c(OCC)cc2N1CC)C(C)=O,1%,-27%,u,-16,u,x,5,-5%,u,-3
CCCCN1C(Nc2ccccc2)=NC[C@@H]1Cc1ccccc1,x,0%,x,x,-40%,x,x,-11%,1,x
CCN(Cc1cc2ccccc2[nH]c1=O)C(=O)c1cccc([N+](=O)[O-])c1,4%,-2%,0%,4,20%,19%,8,-15%,-1,2
Cc1csc2ncnc(N3CCN(S(=O)(=O)c4cccc(C(F)(F)F)c4)CC3)c12,-3%,-9%,-6%,0,-33%[inhibitor],-1%,-3,3%,-4,x
Cc1ccc(SCC(=O)NCCN2C(=O)CSC2=O)cc1C,-4%,0%,16%,0,-15%,0%,19,0%,0,-1
O=C(Cn1cnc2c(NCc3ccccc3)ncnc21)NCc1ccccn1,x,2%,x,6,2%,x,-1,-1%[11.5 µM],x,x
C#CCSc1nccc(-c2nn(-c3ccc(C)cc3)ccc2=O)n1,-3%,7%,7%,-1,18%,u,-7,-10%,10,1
CSc1ccc(/C=N\NC(=O)COc2ccc(Cl)cc2Br)cc1,4%,-8%,-1%,13,-11%,4%,0,-6%,0,-1
CCOC(=O)C1=C(C2=CCCCC2)c2ccc(OC)cc2N(S(=O)(=O)C(F)(F)F)C1C(=O)OCC (configuration not stated),x,3%,x,-2,-20%,x,-10,14%,x,x
COc1ccc(CC(=O)Nc2cc(NC(=O)Cc3ccc(OC)c(OC)c3)cc(C(=O)O)c2)cc1OC,4%,8%,0%,-7,21%,3%,9,2%,-1,4
CC(C)c1ccc(N(CC(=O)NC2CCCC2)C(=O)CCC(=O)Nc2ccccn2)cc1,0%,-2%,20%,16,6%,-5%,-3,-1%,7,0
O=C1CCC(C2CCc3cc(O)ccc3C2)C1 (configuration not stated),x,1%,x,5,-4%,x,1,x,x,x
CC(C)CC1CC(C)(c2csc(NNC(=O)c3ccccc3)n2)OC1=O (configuration not stated),-1%,5%,7%,-13,-7%,-1%,-3,-3%,12,0
Cc1cccc(Oc2ncc(-c3ccc(Cl)cc3)cn2)c1,5%,-1%,0%,5,25%,-6%,-22,5%,-1,0
CN(CC(=O)Nc1ccc(F)c(F)c1F)C(=O)C1=NN(c2ccccc2)C(=O)CC1,x,0%,x,47,5%,x,-2,-9%,5,x
O=C(c1ccccc1)C1CCc2occc2C1=O (configuration not stated),0%,5%,0%,11,14%,0%,-11,-3%,0,0
Nc1c(N(Cc2ccco2)C(=O)c2ccc(Br)cc2)c(=O)[nH]c(=O)n1Cc1ccccc1,x,0%,x,-2,-11%,x,0,7%,0,x
C/C(=N\Nc1cccc2cccnc12)c1ccccn1,2%,3%,-4%,8,-29%,5%,8,-7%,u,-3
Cc1cc(C(=O)OCC(=O)Nc2c(F)cccc2F)c(C)n1-c1ccccc1,-3%,-1%,6%,-6,-56%[inhibitor],0%,-8,-1%,8,4
COC(=O)C1=C(C)Nc2ccc(C)cc2S1,1%,0%,2%,-11,0%,-6%,2,17%,-2,6
Cc1nc2ccc(NS(=O)(=O)c3cccc([N+](=O)[O-])c3)cc2s1,x,-1%,x,-1,-18%,x,-2,20%,x,x
O=C(NNC(=O)c1ccccc1Cl)c1ccc(-n2cncn2)c([N+](=O)[O-])c1,x,5%,x,11,14%,x,14,-6%,-1,x
COCCNC(=O)C1=NOC(Cn2cc(C#N)c(=O)n(C)c2=O)C1 (configuration not stated),8%,3%,-8%,-21,-24%,-4%,3,-2%,-2,0
COc1ccc(-c2ccc3c(c2)S(=O)(=O)c2cccc(C(=O)N4CCN(c5ccc(Cl)cn5)CC4)c2C3=O)cc1OC,x,-10%,x,13,5%,x,-9,-10%,x,x
CC(=O)c1ccc(NC(=O)CSc2nc3[nH]c(=O)cc(O)c3s2)cc1,x,1%,x,-2,9%,x,12,x,x,x
Cc1ccccc1S(=O)(=O)N(CC(O)CN1CCCCC1)c1ccccc1 (configuration not stated),4%,1%,11%,26,-22%,-5%,-43,-3%,-15,x
CCCCN(C)CCCNC(=O)C1CCC(CNS(=O)(=O)c2c(C)cc(C)cc2C)CC1 (configuration not stated),0%,-2%,4%,-26,-31%,-8%,-77*,-1%,-1,1
CCCn1c(SCC(=O)NC(C)C23CC4CC(CC(C4)C2)C3)n[nH]c1=O (configuration not stated),-1%,-3%,2%,-6,-14%,-5%,-2,-5%,9,1
CCOC(=O)c1ccccc1NC(=O)CSc1nnc(Cc2cccn2C)n1-c1ccc(C)cc1,2%,-6%,-6%,-26,-54%[inhibitor],-2%,-10,-7%,1,0
CN(C(=O)c1cc(Cl)c2c(c1)OCCO2)c1c(N)n(Cc2ccccc2)c(=O)[nH]c1=O,x,-2%,x,-3,-9%,x,9,1%,0,x
O=C(N/N=C/c1ccncc1)c1ccccc1,5%,-1%,1%,-7,15%,9%,22,-5%,0,0
COc1ccc2oc(-c3ccccc3)c(C(=O)O)c2c1,x,20%,-12%,3,-11%,2%,12,3%,-1,5
CCn1ncc(Br)c1C(=O)Nc1ccc(-c2ccno2)cc1,0%,-3%,10%,12,-26%,26%,-3,23%,1,x
CCN(CCN1CCCC1)C(=O)C1CCC(=O)N(CCCN2CCOCC2)C1 (configuration not stated),8%,6%,u,11,2%,-5%,x,10%,-5,1
N#CCSc1nc(-c2ccccc2)nc2ccccc12,-2%,-3%,-2%,-6,-13%,43%[activator],22,6%,20,0
CCN(CC)CCNC(=O)CCc1nnc2ccc(N3CCC(C)CC3)nn12,-6%,1%,-4%,-9,-28%,20%,1,10%,-1,1
C#CCOCCOCCOCCNc1nc(N2CCN(C(=O)[C@H]([C@@H](C)CC)n3cc(CCC(=O)O)nn3)CC2)nc(N2CCN(C(=O)[C@H](Cc3ccc(O)cc3)n3cc(CCO)nn3)CC2)n1,x,3%,x,2,14%,x,-14,x,x,x
CCc1cc2c(=O)c(-c3cnn(-c4ccccc4)c3)c(C)oc2cc1OCC(=O)Nc1ccc(F)c(F)c1,1%,-1%,-7%,-1,u,x,1,3%,0,3
Cc1ccc(-c2nc(-c3ccccn3)no2)cc1[N+](=O)[O-],5%,0%,1%,3,-14%,u,3,-1%,17,2
CCn1c(SCc2ccc(Cl)cc2)nnc1-c1ccccc1,-3%,2%,-12%,2,36%,-17%,-11,x,0,0
O=C(NCc1ccco1)c1ccccc1NC(=O)C1CC(=O)N(c2ccc(Cl)cc2)C1 (configuration not stated),0%,-2%,-3%,4,-11%,-3%,-12,2%,2,2

# 3 entries already listed, ordered by the number in a7 integrin act, rising.
SMILES | GALK inh | ASM inhibitor | MLL CXXC-DNA inh | a7 integrin act | TRPV1 ag
CCN(CC)CCNC(=O)CCc1nnc2ccc(N3CCC(C)CC3)nn12 | -6% | 1% | -4% | -28% | -1
O=C(NCc1ccco1)c1ccccc1NC(=O)C1CC(=O)N(c2ccc(Cl)cc2)C1 (configuration not stated) | 0% | -2% | -3% | -11% | 2
CCn1c(SCc2ccc(Cl)cc2)nnc1-c1ccccc1 | -3% | 2% | -12% | 36% | 0
